Bioassay records from PubChem.
H9c2 TAG inh: inhibitors of triacylglycerol accumulation, primary screen, cell-based, uHTS, fluorescence, H9c2; H9c2 cells, Nile Red lipid (TAG) fluorescence; cells loaded with 200 µM oleic acid; inhibition, % at 12.5 µM; actives 0.66% (n = 230,000); AID 651582, 2012;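 active = pattern-corrected inhibition of lipid staining of at least 50% with the nuclear-stain viability signal not falling by more than 50%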;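 also: 0% = DMSO wells and 100% = triacsin C control wells; some results filed as inactive read as strong as hits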
H9c2 TAG inh DAPI viability: recorded beside H9c2 TAG inh, whose call it bears; DAPI nuclei signal change (viability), lower = more cytotoxic, %;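 whole-well DAPI fluorescence read on a plate reader as a viability signal; minus 50 percent equals half of cells still viable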
* = called active by the depositor. An excerpt, so the mix of outcomes need not match the whole.

Every second line gives: H9c2 TAG inh, H9c2 TAG inh DAPI viability
Cn1c(=O)cc(N2CCN(C(=O)c3ccco3)CC2)[nH]c1=O
→ 7, -6
O=C(Oc1ccc(-c2nnco2)cc1)c1ccc(F)c(S(=O)(=O)N2CCOCC2)c1
→ 9, -11
CC(C)(C)c1ccc2c(c1)OC(C(=O)N/N=C\c1ccncc1)CO2 (configuration not stated)
→ -20, 21
Cc1c(/C=N/Nc2ccc(F)cc2)c(O)n(C)c(=O)c1C#N
→ -7, 7
O=C(NCc1ccccc1)C1=C[C@@H](c2coc3ccccc3c2=O)C[C@@H](OCc2ccc(CO)cc2)O1
→ -6, -3
COC(=O)c1c(C)oc2cc(Br)c(OCC(=O)C(C)(C)C)cc12
→ -15, 1
COc1ccc(CNc2ccc(C)c(C)c2)cc1
→ -1, 2
CC1CCN(S(=O)(=O)N2CCC(C(=O)N3CCC(N(C)CC4CCCO4)CC3)CC2)CC1 (configuration not stated)
→ 16, -6
CCOC(=O)C1(Cc2ccccc2C)CCCN(Cc2cc(OC)c(O)c(OC)c2)C1 (configuration not stated)
→ -5, 6
Cc1ccc(Cl)c(NC(=O)COC(=O)C2CCC2)c1Cl
→ -2, -2
Cc1cc(OC(C)C(N)=O)nc(-c2ccccc2)n1 (configuration not stated)
→ 2, 4
COc1ccc(/C=C\c2nc(=O)c3ccccc3o2)cc1
→ 4, -5
CCCCC(=O)Nc1cc(OC)c(NC(=S)NC)cc1OC
→ 8, -2
CCOC(=O)Cn1c(CN2CC(C)OC(C)C2)nc2c1c(=O)n(C)c(=O)n2C (configuration not stated)
→ -1, 3
COc1cccc(NC(=O)CN(C)C(=O)/C=C/c2cn(-c3ccccc3)nc2-c2cccs2)c1
→ -11, 9
O=C(CSc1nc2ccc(Nc3nc(N4CCOCC4)nc(N4CCOCC4)n3)cc2s1)Nc1ccccc1F
→ 73*, -4.9*
O=C(NCCC1CCCCN1S(=O)(=O)c1ccc(F)cc1)C(=O)NC1CC1 (configuration not stated)
→ -1, -5
COc1cc(CNC23CC4CC(CC(C4)C2)C3)ccc1OCc1ccccc1
→ 7, 12
COc1ccccc1NC(=O)Nc1nnc(Cc2ccc(F)cc2)s1
→ 21, -5
Nc1ccccc1C(=O)NCCCN1CCN(c2cccc(Cl)c2)CC1
→ 4, 18
CCCC(=O)Nc1ccc(OCC(O)CNC(C)C)c(C(C)=O)c1 (configuration not stated)
→ 3, -6
NC(Cc1ccccc1)c1csc(Nc2cc(Oc3ccccc3)ncn2)n1 (configuration not stated)
→ 23, 2
CSc1nc(-c2ccc(C)cc2)[nH]c1S(=O)(=O)c1ccccc1
→ -40, 0
CC1(C)Cc2[nH]c(=O)c(C#N)cc2CS1
→ 2, 0
Fc1ccc(CNCCC(Cc2ccccc2)c2ccco2)cc1 (configuration not stated)
→ 3, 7
COc1ccc(NC(=O)CSc2nnc(-c3ccccn3)n2N)c(OC)c1
→ 20, -10
COc1ccccc1CCNS(=O)(=O)CCNC(=O)c1ccc2c(c1)OCO2
→ -14, 0
Cc1ccc(C)c(S(=O)(=O)N2CCCCC2CCNC(=O)C(=O)NCc2ccccc2)c1 (configuration not stated)
→ 20, -10
COc1ccc(C(=O)C2CCN(C(=S)NCCc3ccccc3)CC2)cc1
→ 0, -7
CC(C)C(=O)N/N=C/c1ccc(OCc2ccccc2)cc1
→ 1, -9
CC(C)NC(=O)CSc1ccccc1C(=O)NNC(=O)Cn1ccc(C(F)(F)F)n1
→ 0, -13
CCC(=O)N1CCc2cc(S(=O)(=O)NC(C(=O)Nc3cccc(C)n3)C(C)C)ccc21 (configuration not stated)
→ -3, 4
Cc1ccc(N=Cc2cc3c(cc2[N+](=O)[O-])OCO3)cc1[N+](=O)[O-]
→ 2, 7
COc1ccc(-c2ccc(C(=O)Nc3ccc(OC)nc3)c3occc23)c(C)c1
→ 8, -11
O=C(c1ccccc1/S(=N/S(=O)(=O)c1ccccc1)N1CCOCC1)N1CCOCC1 (configuration not stated)
→ 7, 15
Cc1ccc(N=Cc2nc(-c3ccc(C)cc3)oc2O)cc1
→ 5, -7
Cc1cc2oc3ccc(NCCC4CCCN4C)cc3c(=O)c2cc1C (configuration not stated)
→ -4, 70
NC(=O)N/N=C\c1cccs1
→ 6, 0
Cc1ccc(N(C)S(=O)(=O)c2cccc(C(=O)OCC(=O)N3CCCC(C)C3)c2)cc1 (configuration not stated)
→ -3, -1
Cc1ccc(C)c(N2CCN(S(=O)(=O)c3ccc4c(c3)C(C)(C)C(=O)N4C)CC2)c1
→ -28, 0

Look-ups from the entries so far.
`Cc1cc2oc3ccc(NCCC4CCCN4C)cc3c(=O)c2cc1C` (configuration not stated) in H9c2 TAG inh DAPI viability is listed with 70
`CCC(=O)N1CCc2cc(S(=O)(=O)NC(C(=O)Nc3cccc(C)n3)C(C)C)ccc21` (configuration not stated) in H9c2 TAG inh DAPI viability is listed with 4
`Cc1ccc(N=Cc2cc3c(cc2[N+](=O)[O-])OCO3)cc1[N+](=O)[O-]` in H9c2 TAG inh DAPI viability is listed with 7

Other results follow.
Every second line gives: H9c2 TAG inh, H9c2 TAG inh DAPI viability
O=C(/C=C/c1cccs1)c1ccc(NC(=O)c2cccc(Br)c2)cc1
→ 34, -7
CC(=CC(=O)c1ccccc1)c1ccccc1
→ 5, -3
CC(=O)c1cccc(NC(=O)c2cc(-c3ccncc3)nc3ccccc23)c1
→ 26, -5
COCCNc1nnc(SCC(=O)c2ccc3c(c2)OCO3)s1
→ -4, -8
N=C1/C(=C/c2ccc(OC(=O)c3ccco3)cc2)C(=O)N=C2SC=CN12
→ -6, 14
Cc1cc(Cl)ccc1OCc1n[nH]c(=S)n1C1CCCCC1
→ -2, -1
CC1CC(=O)C2=C(C1)OC(N)=C(C#N)C2c1coc2ccccc2c1=O (configuration not stated)
→ -5, -7
Cc1cc(C)n2nc(C(=O)OCC(=O)Nc3ccc(Cl)cc3)nc2n1
→ -7, 6
CCNC(=O)N1CCN(C(=O)NCC)CC1
→ 10, -10
O=C(CCC(=O)N/N=C/c1cc(Cl)cc(Cl)c1O)NCc1ccccc1
→ 2, -10
O=C(COc1ccc2ccccc2c1)Nc1nccs1
→ -10, 1
O=C1N=C(N2CCOCC2)S/C1=C\C=C/c1ccccc1
→ -1, -4
O=C(COC(=O)c1cc[n+]([O-])cc1)Nc1cccc(Cl)c1Cl
→ 6, -5
CN(CC(=O)Nc1ccc(Cl)c(C(F)(F)F)c1)C(=O)c1ccc(N2CCOCC2)c([N+](=O)[O-])c1
→ -3, -5
C/C=C/C(=O)OCC(=O)NC(=O)NC(C)C
→ 6, -1
COc1ccc(CCNC(=O)CSc2nn(-c3ccccc3)c(=S)s2)cc1
→ -11, -3
Cc1ccc(OCCNC(=O)CCc2nc3sc4c(c3c(=O)[nH]2)CCCC4)cc1
→ -3, 2
CSc1ccc(S(=O)(=O)NCC(=O)OCC(=O)N(Cc2ccccc2)C(C)C)cc1[N+](=O)[O-]
→ 8, -1
Cc1ccc(/C(N)=N/OC(=O)c2ccco2)cc1
→ 3, -2
CC(=O)Oc1ccc(-c2csc(Nc3ccccn3)n2)cc1
→ 23, 0

Reprinted from the part before: 2 compounds; new compounds follow.
Every second line gives: H9c2 TAG inh, H9c2 TAG inh DAPI viability
Cc1ccc(/C(N)=N/OC(=O)c2ccco2)cc1
→ 3, -2
CC(=O)Oc1ccc(-c2csc(Nc3ccccn3)n2)cc1
→ 23, 0
O=S1(=O)CCC(NS(=O)(=O)c2cccc3cccnc23)C1 (configuration not stated)
→ 1, -11
O=C(NCC1CCCO1)c1ccc2c(=O)n(CCc3ccccc3)c(=O)[nH]c2c1 (configuration not stated)
→ 2, 1
O=C(O)CSc1nnc(COc2ccc([N+](=O)[O-])cc2)n1-c1ccccc1
→ 20, 2
Cc1nn(Cc2ccc(F)cc2)c(Cl)c1/C=N/NC(=O)c1cccnc1
→ -18, -3
CC1=C(C(=O)OCc2ccccc2)C(c2cccc3ccccc23)NC(=O)N1CCCC(=O)O (configuration not stated)
→ 1, -2
Cc1snc(S(=O)(=O)/C(C#N)=N/Nc2cccc(C(F)(F)F)c2)c1C#N
→ 7, 0
COc1ccc(-c2cc(C(=O)N3CCN(S(=O)(=O)c4ccc(C)cc4)CC3)[nH]n2)cc1
→ 1, 3
COc1ccc(C2=CN(Cc3ccccc3)C(c3ccccc3)CC2=O)cc1 (configuration not stated)
→ -27, 11
O=C(CCNC(=O)c1ccc([N+](=O)[O-])cc1)NC1CCCCCC1
→ 14, -1
O=c1cc(C=NNc2ccc([N+](=O)[O-])cc2)[nH]c(=O)[nH]1
→ -8, 13
O=C(Nc1nc2c(s1)CCCC2)c1cccs1
→ -9, -6
Cc1cccn2c(=O)c3cc(C(=O)NC4CCCCC4)c(=N)n(CCN4CCOCC4)c3nc12
→ 8, 14
CCCCn1nc(C(=O)N(C)CC(=O)Nc2ccc(F)c(F)c2F)ccc1=O
→ 5, -8
O=C1/C(=C/c2ccccn2)SC(=S)N1Nc1ncc(C(F)(F)F)cc1Cl
→ -5, 5
O=C(CCN1C(=O)c2ccccc2S1(=O)=O)Nc1ccc(F)c(F)c1F
→ 0, -13
CCCCNC(=S)Nc1ccc(C(F)(F)F)cc1
→ -4, 4
COc1ccc(-c2cc(=O)c3c(OC)c(OC)c(OC)c(OC)c3o2)cc1OC
→ 7, 17
COC(=O)c1ccccc1NC(=S)N1CCN(c2ccc(OC)cc2)CC1
→ -4, 3
O=C(NCCOC(=O)c1ccc([N+](=O)[O-])cc1)c1cccnc1
→ 0, -11
O=C(NCc1cccc(Br)c1)c1cc(-c2ccccc2)nn1CC1CC(c2cccc([N+](=O)[O-])c2)=NO1 (configuration not stated)
→ -3, 1
COC(=O)c1c(NC(=O)CN2C(=O)NC3(CCCCC3C)C2=O)sc2c1CCC2 (configuration not stated)
→ 0, 1
CCNC(=S)/N=C(/Nc1ccc(OC)cc1)Nc1nc(C)cc(C)n1
→ 3, 3
CCOC(=O)c1c(C)[nH]c(C(=O)OCc2c(C)noc2C)c1C
→ 8, -3
Cc1cccc(N2CCN(C(=O)N3CCCCC3)CC2)c1C
→ 10, -1
CC(=O)NCCNC(=O)C1Cc2c(-c3ccccc3)ccnc2O1 (configuration not stated)
→ 7, -16
COc1ccc(NC(=S)NCCCN2CCCC2)cc1Cl
→ 2, 0
CCCS(=O)(=O)NC(=O)C1(C)CCCN(C(=O)c2ccco2)C1 (configuration not stated)
→ 10, 6
O=C(CNC(=O)Cc1ccc(Cl)cc1)NCC(=O)N1CCCCC1
→ -8, 0
O=C(NC1CC(=O)N(c2ccccc2)C1)C(=O)c1c[nH]c2ccccc12 (configuration not stated)
→ -6, 2
C=CCOc1ccc(/C=N/N2C(=O)C(CC(=O)Nc3ccc(F)cc3F)SC2=NC)cc1 (configuration not stated)
→ 8, 2

Fetched by structure from the list above:
Every second line gives: H9c2 TAG inh, H9c2 TAG inh DAPI viability
Cc1cccc(N2CCN(C(=O)N3CCCCC3)CC2)c1C
→ 10, -1
O=C(NC1CC(=O)N(c2ccccc2)C1)C(=O)c1c[nH]c2ccccc12 (configuration not stated)
→ -6, 2
C=CCOc1ccc(/C=N/N2C(=O)C(CC(=O)Nc3ccc(F)cc3F)SC2=NC)cc1 (configuration not stated)
→ 8, 2
CCOC(=O)c1c(C)[nH]c(C(=O)OCc2c(C)noc2C)c1C
→ 8, -3
COC(=O)c1c(NC(=O)CN2C(=O)NC3(CCCCC3C)C2=O)sc2c1CCC2 (configuration not stated)
→ 0, 1
O=C(CNC(=O)Cc1ccc(Cl)cc1)NCC(=O)N1CCCCC1
→ -8, 0
CCNC(=S)/N=C(/Nc1ccc(OC)cc1)Nc1nc(C)cc(C)n1
→ 3, 3

The list goes on.
Every second line gives: H9c2 TAG inh, H9c2 TAG inh DAPI viability
CCOC(=O)c1[nH]c2ccc(Br)cc2c1NC(=O)CCN1CCOCC1
→ -1, 14
CC(C)(C)c1ccc(/C=C(\c2nc3ccccc3[nH]2)S(=O)(=O)c2ccccc2)cc1
→ 85, -63
CSc1ccc(OCC(=O)Nc2ccc(N3CCOCC3)c(Cl)c2)cc1
→ -5, -1
O=C(Nc1cccc(C(F)(F)F)c1)Oc1ccccc1N1CCOCC1
→ -12, 2
CNC(=S)NCCCc1ccccc1
→ 3, 1
O=C(/C=C/N1CCOCC1)c1cc2ccccc2o1
→ 8, 11
COc1cccc(-n2c(C)c(C(C)=O)c(C(C)=O)c2C)c1
→ 16, -8
CCOC(=O)CNc1nc(-c2ccncc2)nc2ccccc12
→ 23, -11
CCOc1ccc(OCC(=O)N2CCN(S(=O)(=O)c3ccccc3)CC2)cc1
→ 9, -3
CC(=O)Nc1ccc(C(=S)NCCCO)cc1
→ 7, -9
BrC(=C\c1ccccc1)/C=N/Nc1nc(N2CCOCC2)nc(N2CCOCC2)n1
→ 5, -2
O=C(COC(=O)c1cccnc1SCC(=O)NCc1ccccc1)NCc1ccccc1
→ 2, 3
COc1ccc(OCCOc2ccc(/C=C3\C(=N)N4N=C(C)SC4=NC3=O)cc2)cc1
→ 8, 3
O=C(CCn1cncn1)N1CCCC(N2CCN(c3ccc(F)cc3)CC2)C1 (configuration not stated)
→ 0, -4
O=C(CN1CCN(S(=O)(=O)c2ccc(Br)cc2)CC1)Nc1ccc(F)cc1F
→ -9, 1
CN(CCNC(=O)c1cc2c(=O)n(C)c3ccccc3c2n1C)Cc1ccccc1
→ 3, 2
Cc1cc(C)c(NC(=O)COC(=O)/C=C/c2cccc(C(F)(F)F)c2)c(C)c1
→ -7, 13
CCCCc1nnc(NC(=O)c2cccc(S(=O)(=O)N3CCN(C)CC3)c2)s1
→ -15, 3
COc1ccc(CCN(Cc2cccs2)S(=O)(=O)c2ccc(C(=O)O)cc2)cc1OC
→ 12, -9
O=C(COC(=O)c1ccc(Cl)nc1)Nc1ccc(Cl)cc1
→ 8, 2
COc1ccccc1C1N(c2ccc(Cl)cc2)C(=O)C2CCCN21 (configuration not stated)
→ -19, 0
